Growth percent in the NCI-60 one-dose screen (48 h, 10 µM unless noted): 100 = growth as untreated, 0 = no growth, -100 = all killed.
OVCAR-5 = OVCAR-5 ovarian cancer. actives 2.9% (n = 82,000). AID 1794783
UO-31 = UO-31 renal cancer | actives 5.2% (n = 81,000) | AID 1794768
TK-10 = TK-10 renal cancer cells; actives 3.9% (n = 81,000)
SK-OV-3 = SK-OV-3 ovarian cancer cells. actives 3.2% (n = 80,000). AID 1794785
786-0 = 786-0 renal cancer cells. actives 5.1% (n = 81,000). AID 1794775
IGROV1 = IGROV1 ovarian cancer; actives 4.7% (n = 79,000)
SN12C = SN12C renal cancer cells; actives 3.8% (n = 81,000); AID 1794767
OVCAR-4 = OVCAR-4 ovarian cancer cells. actives 3.7% (n = 80,000)
Active calls of the source: *; . = no result given. How the source made its calls: active means growth percent below 10; inactive means the rest.

SMILES	OVCAR-5	UO-31	TK-10	SK-OV-3	786-0	IGROV1	SN12C	OVCAR-4
CCc1ccc2c(c1)CCCC2(C)C	102	92	108	96	101	109	101	99
CCCCNC(=S)NS(=O)(=O)c1ccc(CCN2C(=O)/C(=C/c3ccc(OC)cc3)N=C2C)cc1	107	89	132	105	102	103	100	104
N#Cc1c(-c2ccc(Cl)cc2)c(C(N)=O)c(N)n(Cc2nc3ccccc3[nH]2)c1=O	126	58	156	96	105	84	104	95
Cc1oc(-c2ccc(Cl)cc2)nc1/C=C/C(=O)c1ccc(Br)cc1	109	70	133	89	97	81	89	48
CC(=O)N(C)c1cccc(C)c1	85	96	103	111	110	100	103	117
NCCCOc1cc2ccccc2cc1C(=O)NCCCOc1cc2ccccc2cc1C(=O)Nc1ccc(Cl)cc1O	-92*	-95*	-96*	-80*	-82*	-32*	-79*	-77*
COc1ccc(-c2cc(-c3ccccc3)[nH]c(=O)c2C#N)cc1	108	79	106	113	84	95	89	88
COc1cc(/C=C/C(=O)O)cc([N+](=O)[O-])c1O	106	96	111	114	115	118	110	112
COc1cccc(C(=O)O)c1OC	86	86	96	92	96	99	97	95
O=C(CCc1nnc2sc(CCCl)nn12)c1nc2ccccc2[nH]1	99	80	124	102	103	91	104	115
Clc1ccc2c(N/N=C/c3c[nH]c4ccccc34)ccnc2c1	-84*	-95*	-92*	-86*	-90*	-87*	-77*	-61*
C/C(=N\Nc1nc2ccccc2s1)c1ccncn1	39	20	51	38	38	-22*	47	-12*
CCCCCCCCC(C)C(=O)N1CCCC1C(=O)N1C(CC(=O)CC)CC(C)CC1C(=O)NC(C)C(=O)NC(C)(C)C(=O)NC(C)(C)C(=O)NC(C(=O)NC(C)C(=O)NC(C)(C)C(=O)NC(C)(C)C(=O)NC(C)CN(C)CCO)C(C)CC (stereo not given)	-82*	-48*	-51*	-24*	-54*	-60*	-78*	-13*
CC1=Cc2cc(Cl)ccc2OC12C=Cc1cc(Cl)ccc1O2 (stereo not given)	108	76	159	125	104	93	101	109
O=C(NN1C(=O)c2ccccc2C1=O)c1ccc(Nc2ncnc3c2cnn3-c2cccc(F)c2)cc1	104	76	126	104	108	109	100	101
COC(=O)CC1(CC(N)=O)SCCS1	119	74	127	121	107	82	96	106
COc1cc2ncnc(Nc3ccc4c(cnn4C(=O)Nc4ccccc4)c3)c2cc1OC	105	65	72	110	81	81	82	88
COc1cc2c(c(OC)c1OC)CCC(c1cccc(C(=O)Nc3cccc(Cl)c3)c1)O2 (stereo not given)	75	41	70	65	80	64	50	70
N#CC(C#N)=Cc1cc2ccccc2nc1Oc1ccc(Cl)cc1	102	51	126	96	102	80	78	104
COC(=O)c1cc(Cl)cc([N+](=O)[O-])c1O	94	87	118	116	108	.	108	122
Cc1nc(Cl)c2c(n1)N(C)c1ccccc1C(C)C2 (stereo not given)	96	78	87	92	90	81	83	101
CC(C)(C)n1nnnc1C(Nc1cccc([N+](=O)[O-])c1)c1cccc(Oc2ccccc2)c1 (stereo not given)	93	54	93	91	96	97	103	105
NC(CCC(=O)O)C(=O)NNc1n[nH]c(=S)n1N (stereo not given)	92	83	100	112	98	110	104	97
COc1cc2c3c(c1O)-c1ccccc1[C@@H]1OC(=O)N(CC2)[C@@H]31	114	89	89	100	98	114	105	101
O=C(Cn1cc(CN2C(=O)c3ccccc3S2(=O)=O)nn1)N1CCN(c2ccccc2)CC1	109	87	101	92	102	107	107	102
Cn1c2ccccc2c2c3c(c4c5ccc(Br)cc5oc4c21)C(=O)NC3=O	96	66	144	78	96	54	92	97
O=C(Nc1cccc([N+](=O)[O-])c1)c1cccc(C(=O)Nc2cccc([N+](=O)[O-])c2)c1	96	57	65	69	74	.	46	57
O=C(CCCCCCN1CC(=O)N2[C@@H](c3ccccc3Cl)c3[nH]c4ccccc4c3C[C@H]2C1=O)NO	61	56	69	85	84	67	70	68
CCCCOC(=O)CSC#N	100	93	101	103	99	104	96	98
O=C(CCCCCC1CCCCC1)OC1CCCCC1	111	94	102	106	105	108	105	116
COC(=O)c1cccc(OC)c1O	106	90	88	92	97	107	107	106
O=C(CNc1nc(-c2cccc([N+](=O)[O-])c2)cs1)Nc1ccccc1	106	89	140	107	106	109	104	106
CCOC(=O)C1=C(N)N(c2ccc(C)cc2)C2=C(C(=O)CC(C)(C)C2)C1c1cccnc1 (stereo not given)	106	77	106	103	98	104	93	93
O=c1[nH]cccc1[N+](=O)[O-]	91	81	119	103	98	102	111	102
O=[N+]([O-])c1ccc(Nc2nc(NCCN3CCOCC3)ncc2[N+](=O)[O-])cc1	99	64	76	93	93	81	90	85
CC(=O)O[C@H]1Cc2c([nH]c3ccccc23)[C@H](c2ccc(Cl)cc2)N1C(=O)CCNC(C)(C)C	96	70	111	106	102	96	97	105

Fetched by structure from the entries so far (five):
SMILES	OVCAR-5	UO-31	TK-10	SK-OV-3	786-0	IGROV1	SN12C	OVCAR-4
O=C(CCCCCC1CCCCC1)OC1CCCCC1	111	94	102	106	105	108	105	116
O=[N+]([O-])c1ccc(Nc2nc(NCCN3CCOCC3)ncc2[N+](=O)[O-])cc1	99	64	76	93	93	81	90	85
O=C(CNc1nc(-c2cccc([N+](=O)[O-])c2)cs1)Nc1ccccc1	106	89	140	107	106	109	104	106
Cn1c2ccccc2c2c3c(c4c5ccc(Br)cc5oc4c21)C(=O)NC3=O	96	66	144	78	96	54	92	97
COC(=O)c1cccc(OC)c1O	106	90	88	92	97	107	107	106

The list goes on:
SMILES	OVCAR-5	UO-31	TK-10	SK-OV-3	786-0	IGROV1	SN12C	OVCAR-4
Cn1c(C#N)ccc1-c1cccc(N2C(=O)NC(C)(C)C2=O)c1	99	92	94	110	103	103	107	104
Brc1ccc(Nc2nnc(-c3ccco3)o2)cc1	93	82	99	100	103	109	100	103
CCOC(=O)/C(F)=C/C1CC1CCc1ccc(OCC)cc1 (stereo not given)	108	74	98	75	105	93	45	95
COc1ccc2ccccc2c1Cc1ccc(N(C)C)cc1Cl	107	63	96	97	97	85	103	107
CC(=O)Nc1ccc(S(=O)(=O)c2ccnc3cc(Cl)ccc23)cc1	100	106	82	88	125	98	81	81
Cc1[nH]nc2c1C(c1ccc(C3NCCc4c3[nH]c3ccccc43)cc1)C(C#N)=C(N)O2 (stereo not given)	104	70	113	87	100	.	87	96
COc1cc(C(NS(=O)(=O)c2ccc(Cl)cc2)c2nnc(-c3ccccc3)o2)cc(OC)c1OC (stereo not given)	92	75	88	119	98	94	95	93
COc1cccc([C@H]2c3[nH]c4ccccc4c3C[C@H]3C(=O)N(CCCCCCC(=O)NO)CC(=O)N23)c1	62	62	88	77	88	64	63	62
O=C=Nc1ccc(Cc2ccc(N=C=O)cc2)cc1	102	93	.	108	103	113	99	102
Cc1ccc(S(=O)(=O)NCCCNC(=O)OCc2ccccc2)cc1	99	86	102	103	103	125	101	110
CCOC(=O)c1nnc2cc(-c3ccccc3)nn2c1C	86	96	153	113	96	97	98	103
Cc1cn(C(C=O)OC(C=O)CO)c(=O)[nH]c1=O (stereo not given)	111	89	103	103	107	102	102	97

Next section, starting with the last three of the part before.
SMILES	OVCAR-5	UO-31	TK-10	SK-OV-3	786-0	IGROV1	SN12C	OVCAR-4
Cc1ccc(S(=O)(=O)NCCCNC(=O)OCc2ccccc2)cc1	99	86	102	103	103	125	101	110
CCOC(=O)c1nnc2cc(-c3ccccc3)nn2c1C	86	96	153	113	96	97	98	103
Cc1cn(C(C=O)OC(C=O)CO)c(=O)[nH]c1=O (stereo not given)	111	89	103	103	107	102	102	97
O=S(=O)(NCCNc1nccc(-n2ccc3cccnc32)n1)c1ccc(F)cc1	96	104	112	109	102	98	95	97
Cc1nc(-c2cn3c(n2)-c2ccc(-c4cnn(C(C)(C)C(N)=O)c4)cc2OCC3)n(C(C)C)n1	29	5.3*	8.6*	-22*	7.8*	-11*	26	63
O=C(O)c1cc(Br)ccc1O	102	83	91	107	96	109	104	111
COc1ccc(C(=O)c2ccccc2OC)cc1	100	92	101	97	102	111	92	103
Cc1ccc(C(=NN=C(N)N)c2ccc(C)cc2)cc1	31	21	13	-11*	-25*	5.4*	23	31
CCOc1ccc(/C=N/NC(=O)CN2CCN(Cc3ccccc3)CC2)cc1	123	91	93	113	98	108	107	95
COC(=O)[C@]12CC[C@@H](C(C)=O)[C@@H]1[C@H]1CC[C@@H]3[C@@]4(C)c5c([nH]c6ccccc6c5=O)C(C)(C)[C@@H]4CC[C@@]3(C)[C@]1(C)CC2	92	87	93	115	96	101	105	104
COc1ccc(C(=O)CSc2nc3ccccc3c(=O)n2CCc2ccccc2)cc1	96	78	109	106	91	96	94	95
CCOC(=O)c1cn2ncnc(Oc3ccc(NC(=O)Nc4ccc(Cl)c(C(F)(F)F)c4)cc3)c2c1C	111	78	114	93	110	94	90	96
CCN(CC)CCCC(C)NC(=S)N/N=C(\C)c1ccccn1 (stereo not given)	55	15	48	52	23	32	36	.
CCOC(=O)CN1C(=O)c2ccccc2C1=O	98	99	104	92	101	111	105	118
CCOC(=N)Cc1ccccc1	113	86	105	107	106	108	98	106
C=C(C)[C@@H]1CC[C@]2(C(=O)O)CC[C@]3(C)[C@H](CC[C@@H]4[C@@]5(C)CCC(NC(=O)c6cccc(OC(C)=O)c6OC(C)=O)C(C)(C)[C@@H]5CC[C@]43C)[C@@H]12 (stereo not given in full)	1.8*	-39*	20	6.7*	-3.8*	5.1*	13	13
C[C@@H](O)[C@H](N)C(=O)O	105	109	117	106	103	114	105	109
Cc1ccccc1NCS(=O)(=O)O	98	75	102	117	103	103	94	102
c1ccc2c(c1)Nc1cc3ccccc3cc1N2	70	18	93	64	67	51	55	33
CCOC(=O)c1cc(C(=O)c2ccc(Br)cc2)n2ncccc12	105	77	101	77	87	78	84	84
O=C(NCn1c(=O)[nH]c2ccccc2c1=O)OC1CCCCC1	93	58	116	81	96	86	93	96
O=C(/C=C/c1ccc(Cl)nc1)c1ccc(Cl)cc1Cl	91	89	100	106	87	97	106	87
O=C(O)C#CCC(O)CCc1ccccc1 (stereo not given)	101	95	103	106	108	110	102	103
CC(C)(C)c1ccc(C(=O)N/N=C2\c3ccccc3-c3cccc(C(=O)O)c32)cc1	109	92	118	98	105	107	93	105
CCC1(C)c2cc(C)c(C(C)=O)cc2C(C)(C)C1C (stereo not given)	97	91	98	100	102	101	105	105
O=C(O)c1ccc(-c2cnc3nonc3n2)cc1	88	78	106	100	107	95	96	105
Cc1ccc(S(=O)(=O)CC(=O)Nc2ccc(C(=O)O)cc2)cc1	109	85	94	103	103	99	109	111
COc1cc2c(=O)n(CCCN(C)C)c3c4cc[nH]c4ncc3c2cc1OC	71	34	54	43	34	45	34	35
COc1ccc(N=Nc2c(N)nn3c(-c4ccc(F)cc4)ccnc23)cc1	80	100	106	113	92	100	89	26
CCOC(=O)N1C(=O)NC(=O)C1c1ccccc1 (stereo not given)	108	91	105	108	102	102	92	98
c1ccc(N2CCN(c3nc(-c4ccncc4)nc4sc5c(c34)CCCCCC5)CC2)cc1	102	84	.	102	98	101	112	100
COc1cccc(Nc2nccc(Nc3ccc4[nH]ncc4c3)n2)c1	33	-62*	-78*	15	-12*	-24*	20	-60*
C1CCC23CCCCC2(C1)O3 (stereo not given)	116	92	90	104	103	100	108	101
Cc1[nH]c(-c2nc3ccccc3[nH]2)c(C)c1C(=O)NN	104	93	116	.	105	96	89	98
O=c1c2ccccc2[nH]c2cc(Cl)ccc12	99	84	85	87	87	92	.	81
CCOC(=O)NC1CC2c3ccccc3C1c1ccccc12 (stereo not given)	93	102	104	114	97	105	95	107
COc1ccc(/C=C2\CN(C)Cc3c2nc(N)c(C#N)c3-c2ccc(OC)c(OC)c2)cc1OC	87	71	106	103	95	91	87	95
CC(=O)N1N=C(c2ccc(Br)cc2)CC1c1cn(-c2ccccc2)nc1-c1ccc(OCc2ccccc2)cc1 (stereo not given)	98	87	103	95	93	109	96	97
COc1ccc(C(=O)Nc2ncc(Cc3cccc(Cl)c3)s2)cc1OC	49	31	39	35	27	40	40	60
COc1cc2c(c3ccccc13)CCCC2=O	104	88	104	102	100	114	103	100
O=C1[C@@H]2Cc3c([nH]c4ccccc34)[C@@H](c3ccc(Cl)cc3)N2C(=O)CN1C1CCN(Cc2c(Cl)cccc2Cl)CC1	100	44	87	94	86	59	67	69
Fc1ccc2nc(-c3nc(-c4ccccc4)n4ccccc34)[nH]c2c1	56	-33*	-30*	-43*	0.3*	1.3*	17	-71*
O=S(=O)(NCCNc1nccc(-c2c(-c3ccccc3)nc3occn23)n1)c1ccc(C(F)(F)F)cc1	127	51	92	91	85	73	89	96
Nc1ncc(-c2ccc3ncnc(Nc4cccc(Cl)c4)c3c2)cn1	26	26	-15*	-10*	41	5.9*	46	70
Cn1c(=N)oc(=O)c2ccccc21	98	93	94	.	104	101	94	117
CCOC(=O)[C@@H](CSSCCOC(=O)Oc1ncc(F)c(=O)[nH]1)NC(=O)[C@H](C)c1ccc2cc(OC)ccc2c1	138	72	104	110	106	103	106	.
O=C(Nc1ccc(Cl)cc1)NN1CCCCCC1	105	94	116	105	110	114	103	110
